Assay outcomes as filed in PubChem.
aDG glyco up: activators of alpha-DG glycosylation, primary screen, uHTS, Pro5-aDG cells, AlphaScreen. alpha-DG glycosylation AlphaScreen (IIH6); 0% Pro5, 100% B10-LARGE cell signal. activation, % at 10 µM. actives 0.22% (n = 360,000);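 active = activation of at least 8% versus controls, or a plate z-score of at least 8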;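 note: Pro5 are CHO cells carrying HIG-tagged alpha-DG that lacks glycosylation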
HTR2A ag: mouse Htr2a agonists via beta-arrestin recruitment, primary screen, cell-based, luminescence; CHO-K1 mHTR2A beta-arrestin complementation; percent of 30 µM serotonin response; actives 0.66% (n = 360,000); 5-hydroxytryptamine receptor 2A (Mus musculus), P35363; activation, % at 7.6 µM;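 active = activation above a run cutoff, the mean activation of all tested compounds plus 3 SD, cut at about 14% in these data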;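 note: 0% = plate median of compound wells and 100% = 30 µM serotonin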
Target sequence (P35363 whole entry, looked up): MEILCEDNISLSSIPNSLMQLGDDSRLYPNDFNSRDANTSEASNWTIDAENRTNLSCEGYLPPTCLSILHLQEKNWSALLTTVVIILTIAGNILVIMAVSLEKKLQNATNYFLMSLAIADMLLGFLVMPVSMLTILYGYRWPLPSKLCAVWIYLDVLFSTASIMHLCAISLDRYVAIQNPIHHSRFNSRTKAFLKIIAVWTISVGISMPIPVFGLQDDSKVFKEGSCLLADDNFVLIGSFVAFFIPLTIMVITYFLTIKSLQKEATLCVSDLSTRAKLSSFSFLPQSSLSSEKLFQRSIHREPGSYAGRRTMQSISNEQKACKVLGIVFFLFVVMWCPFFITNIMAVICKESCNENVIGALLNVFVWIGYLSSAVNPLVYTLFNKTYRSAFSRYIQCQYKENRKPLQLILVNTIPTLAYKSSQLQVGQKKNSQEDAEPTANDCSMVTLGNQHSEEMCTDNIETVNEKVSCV
PDI turbidity: inhibitors of human PDI, primary screen, biochemical, turbidity, single point, plate reader; actives 0.052% (n = 350,000); Protein disulfide-isomerase (Homo sapiens), P07237; PDI insulin aggregation turbidity, A650, 90 min; inhibition, % at 10 µM;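 active = mean inhibition across replicates of 30% or more, whatever share of single replicates reach that level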;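 note: absorbance from insulin aggregation driven by PDI reduction with DTT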
Target sequence (P07237 whole entry, looked up): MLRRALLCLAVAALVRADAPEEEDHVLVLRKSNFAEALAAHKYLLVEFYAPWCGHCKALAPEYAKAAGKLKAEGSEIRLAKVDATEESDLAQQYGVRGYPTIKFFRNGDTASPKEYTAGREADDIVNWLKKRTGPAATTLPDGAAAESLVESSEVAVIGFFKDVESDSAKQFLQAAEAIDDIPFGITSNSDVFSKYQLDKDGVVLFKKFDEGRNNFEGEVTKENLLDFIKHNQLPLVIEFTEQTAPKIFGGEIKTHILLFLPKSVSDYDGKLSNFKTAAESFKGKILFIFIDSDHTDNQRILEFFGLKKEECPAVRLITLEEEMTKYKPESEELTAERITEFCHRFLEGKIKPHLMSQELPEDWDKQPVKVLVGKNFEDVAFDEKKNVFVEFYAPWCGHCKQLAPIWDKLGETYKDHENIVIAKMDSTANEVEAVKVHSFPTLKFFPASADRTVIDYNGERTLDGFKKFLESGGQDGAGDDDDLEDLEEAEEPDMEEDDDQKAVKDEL
Granule exo inh: LAMP-1 surface exposure blockers, TALL-104 cells – cell-based, flow cytometry, MLPCN library, primary screen. TALL-104 LAMP-1 surface exposure; cells stimulated with thapsigargin and PMA. inhibition, % at 10 µM. actives 0.66% (n = 360,000). AID 651702, 2012;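 active = inhibition above about 55%, limit read from the data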
CaV13 FRET inh: Disruptors of the CACNA1D IQ motif to Ca2+-dependent inactivation inhibitor domain association, primary screening, Förster resonance energy transfer in intact living … | HEK cells, CFP/YFP FRET ICDI-IQ, plate reader, 10 min; percent FRET-ratio fall versus neutral wells | inhibition, % at 12.3 µM | actives 0.098% (n = 340,000) | AID 743397;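 active = mean replicate inhibition of at least 30% and at least 1% of replicates passing that level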;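 note: 0% = median of the neutral control wells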
N-glyco inh: increase of ERlucT glycosylation luciferase signal, primary screen, N-linked glycosylation inhibitor project, D54 ERlucT cells, luminescence, set 2 | actives 0.23% (n = 360,000) | reporter increase, % at 12.5 µM | AID 588692, 2011 | D54 ERlucT glycosylation luciferase reporter, 24 h; percent of 100 nM tunicamycin response;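 active = mean luciferase reporter signal, scaled so untreated is 0 and the glycosylation-blocking control 100, at or above a set limit in every replicate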;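 note: luciferase carries N-glycosylation sites so blocking glycosylation raises the light; 0% = median of neutral control wells and 100% = median of 100 nM tunicamycin wells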
Vif imaging: HIV Vif self-association inhibitors, primary screen, imaging, HEK293T, single point | actives 0.35% (n = 340,000) | HEK293T cells, Vif self-association by quenched fluorescence, 24 h | inhibition, % at 7.49 µM; in the data active = inhibition above about 50%, passing the limit was not always enough; note: some results filed as inactive read as strong as hits
Cardio protect: cardioprotection against H2O2-induced cell death, primary screen, uHTS, H9c2 cells, ATPLite luminescence. protection from H2O2 cell death, % at 20 µM. H9c2 cardiomyocytes, H2O2 injury protection, 2 h. actives 0.63% (n = 360,000);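 active = compounds giving at least 50% protection of heart cells from peroxide-induced death in the single-dose screen, raw or plate-pattern-corrected value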;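 note: 0% = DMSO wells with peroxide and 100% = DMSO wells without peroxide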
hiPSC survival: enhancers of single-cell hiPSC survival, primary screen, ATPlite luminescence; 100% = ROCK inhibitor wells, 0% = DMSO; survival enhancement, % at 20 µM; actives 0.044% (n = 360,000); AID 602274, 2012; in the data active = survival enhancement above about 18%;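 note: cells exposed to compounds for 16 hours before the ATP read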
ABCB6 inh 2: ABCB6 transporter inhibitors, primary screen, K562-ABCB6 cells, flow cytometry, MLPCN library; ATP-binding cassette sub-family B member 6 (Homo sapiens), Q9NP58; K562-ABCB6 porphyrin accumulation, 1 h; active compounds read low; fluorescence ratio to DMSO, % at 10 µM; actives 0.19% (n = 360,000); AID 602162, 2011;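 active = fluorescence ratio to DMSO below 75%, the collection mean minus 3 SD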;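 note: signal is porphyrin accumulated inside mitochondria; 100% equals median channel fluorescence of DMSO control wells; lower ratio means ABCB6 inhibition with less porphyrin fluorescence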
* marks the source's active call; other numbers are inactive results; x = no result given.

SMILES	aDG glyco up	HTR2A ag	PDI turbidity	Granule exo inh	CaV13 FRET inh	N-glyco inh	Vif imaging	Cardio protect	hiPSC survival	ABCB6 inh 2
CCc1nc(SCc2cccnc2)c(C#N)cc1C	0.0	0	-2	2	-8	-1	-4	-5	3.0	94
C/C1=C\CCC2C(/C=C(\C)CC1)OC(=O)C2CN1CCCCC1 (configuration not stated)	-0.1	-1	-1	6	-2	-7	30	-5	-0.8	93
O=C(/C=C/c1ccccc1)N1CCN(c2cccc(Cl)n2)CC1	0.2	-2	-3	17	-3	-1	-14	-4	0.0	93
O=C1N[C@@H](Cc2ccccc2)C(=O)N2[C@@H]3N(S(=O)(=O)c4ccc(F)cc4)c4ccccc4[C@]3(Br)C[C@@H]12	-0.4	2	-13	-6	-7	-3	0	-12	2.9	101
O=C(Cn1c(Cn2c(-c3cnccn3)nc3ccccc32)nc2ccccc21)c1ccc(OC(F)(F)F)cc1	0.0	6	x	-4	-7	x	x	x	-1.0	98
COCC1CCCN(C(=O)c2ccc3oc(C(C)C)nc3c2)C1 (configuration not stated)	0.1	-1	-8	5	-5	1	-9	-2	-0.4	90
Cc1cc(Br)c(NC(=O)CSc2n[nH]c(N)n2)c(Br)c1	0.1	-1	-2	0	-18	-2	-4	-3	-0.5	98
O=C(Nc1ccc(S(=O)(=O)Nc2ncccn2)cc1)c1ccc(Cl)c([N+](=O)[O-])c1	0.0	-6	-1	7	-21	2	23	-2	-0.9	97
O=C(CNCc1ccc(F)cc1)Nc1ccc(S(=O)(=O)N2CCOCC2)cc1	-0.1	-7	-2	-3	-17	1	-4	-2	0.0	101
COCCNc1nnc(Cc2ccc(OC)c(OC)c2)c(=O)[nH]1	0.1	3	-5	-14	-20	0	3	8	-0.6	94
Cn1cnnc1SCC(=O)Nc1ccc(S(=O)(=O)N2CCOCC2)cc1	-0.1	6	14	-3	-6	0	2	3	-0.3	98
COc1nc2ccccc2c(=O)n1OCC(C)C	0.1	2	0	-3	-3	1	1	-1	1.5	97
COc1ccccc1C(=O)NC(=O)COC(=O)CNC(=O)c1ccccc1	-0.1	5	-5	9	-5	0	2	7	-0.5	100
CC(C)(C)C1=C(C#N)C(c2cccnc2)C(C#N)=C(N)O1 (configuration not stated)	-0.2	-5	4	-4	-3	1	-4	1	0.6	95
CCOc1ccc(-c2nc(S(=O)(=O)c3ccccc3)c(NCc3cccnc3)o2)cc1	-0.1	-1	-5	-4	-3	-4	3	-4	1.6	105
N#Cc1c(N)[nH]c(C(=O)c2ccccc2)c1-c1ccc(Cl)cc1	-0.4	2	x	9	-6	x	x	x	-1.0	99
Cc1cccc(S(=O)(=O)NCCNS(=O)(=O)c2cccc(C)c2)c1	-0.1	0	1	3	-4	1	8	-5	0.1	91
C[C@@H]1CNC(=O)c2c(C(=O)Nc3cccc(Cl)c3)ncn21	-0.1	2	10	4	-3	5	-16	0	-0.4	95
Cc1cc(NC(=S)Nc2cccnc2)ccc1Br	-0.1	-1	8	-7	0	1	7	-13	-0.7	91
CCOC(=O)c1ccccc1NC(=O)COC(=O)C1=COCCO1	0.0	-3	-3	-3	x	1	-4	9	7.3	95
Cc1ccc(OCC(=O)Nc2nnc(S(=O)(=O)N3CCCCCC3)s2)cc1C	-0.2	-1	0	3	-9	-2	x	-11	0.6	97
CCN(CC(=O)Nc1ccc(NC(C)=O)cc1)C(=O)C1CCC1	0.0	5	-2	3	-2	1	0	5	-0.1	98
Cc1cc(C)n2nc(C(=O)N3CCOCC3)nc2n1	0.0	6	-10	-1	-5	2	-1	-1	2.1	96
COc1ccc(NC(=O)C(NC(=O)c2ccc(=O)[nH]c2)c2ccc(OC)cc2)cc1 (configuration not stated)	0.0	1	11	-1	-5	3	-3	9	4.7	97
CC(C)Cc1ccc(S(=O)(=O)N2CCN(C(=O)c3ccco3)CC2)cc1	1.3	1	-4	6	x	1	x	-16	1.9	89
O=C(c1ccco1)N1CCN(Cc2nc3ccccc3c(=O)n2-c2ccc(F)cc2)CC1	0.3	-3	12	-3	-5	0	13	11	1.6	90
Cc1ccc(OCc2cc(C(=O)N3CCc4[nH]cnc4C3c3ccccn3)no2)cc1C (configuration not stated)	0.0	-1	-3	-10	-5	0	-4	4	0.5	104
Cc1ccc2cc(C)c(SCC(=O)Nc3ccc(S(=O)(=O)N4CCCC4)cc3)nc2c1	0.2	-4	12	8	-5	-8	-4	-11	-0.6	97
CC(c1ccccc1)N1C(=O)c2cccnc2C1=O (configuration not stated)	-0.2	2	-2	3	-20	2	1	-7	-0.1	97
C/C=C\C=C/C(=O)Nc1cccc(C2=NOC3(C2)C[C@H](C(N)=O)N(C(=O)Cc2ccc([N+](=O)[O-])cc2)C3)c1 (some centres not stated)	-0.1	1	0	20	-4	-1	x	-4	-2.0	94
CCC(C)NC(=O)Nc1ccc(F)c(Cl)c1 (configuration not stated)	-0.3	0	-3	-1	-6	2	45	5	0.4	96
O=C(O)CSC12CC3CC(C1)CC(C(=O)O)(C3)C2	0.0	5	-3	-1	x	0	-1	9	-1.7	102
COc1ccc(CNC(=O)C/C(C)=N/NC(=O)COc2ccc(Br)cc2)cc1	-0.3	7	17	-8	-4	0	0	-1	1.6	97
CCOc1ccccc1NC(=O)CN1C(=O)NC(Cc2c[nH]c3ccccc23)C1=O (configuration not stated)	0.0	-3	2	-1	-3	0	-7	3	-0.5	100
S=C(Nc1ccc2nsnc2c1)N1CCCCCC1	5.9	-1	6	77*	-8	-4	-2	-15	-1.3	106
Oc1ccc(/C=N/Nc2nccnc2Cl)cc1	-0.1	0	1	8	-4	0	1	-7	-2.0	99
CC(C)C[C@H](NC(=O)C1CCN(C(=O)[C@H](Cc2ccccc2)NC(=O)OC(C)(C)C)CC1)C(=O)O	0.1	-2	3	-5	-4	3	0	5	0.8	93
Cc1csc(NC(=O)CSCC(=O)O)c1-c1nc2ccccc2s1	0.1	4	-1	-2	-16	6	-6	5	-0.2	102
CC(C)(C)c1ccc(Cn2nnc3c(=O)[nH]c(C4CCCN(C(=O)c5ccco5)C4)nc32)cc1 (configuration not stated)	-0.1	0	13	13	-6	0	2	10	-0.6	103
CCOC(=O)C1=CC[C@H]2c3c(c4ccccc4n3C)C(=O)C1N2S(=O)(=O)c1ccc(C)cc1	-0.1	-3	7	13	-6	2	-2	-3	0.7	96
Cc1c(C(=O)N2CCOCC2)sc(NC(=O)CCl)c1C#N	0.0	8	5	-6	-4	2	-3	1	0.3	94
O=c1oc2ccccc2c(NC2CCCCC2)c1NS(=O)(=O)c1ccc(Cl)cc1	0.2	1	-6	-2	-1	1	-21	6	-0.3	98
CS(=O)(=O)N1CCC(C(=O)Nc2ccccc2Cl)CC1	0.1	0	-8	-4	-4	3	-5	8	0.6	101
Cc1cc(Br)ccc1SCC(=O)OCC(=O)NCc1ccco1	0.0	0	-4	1	-2	0	2	-2	0.2	103
O=C(Nc1nnc([C@@H]2C[C@H](O)[C@@H](CO)O2)s1)Nc1ccccc1Oc1ccccc1	-0.4	-6	-12	-7	-5	4	-3	2	0.3	99
COc1cc(C(=O)OCC(=O)N(C)Cc2ccccc2)cc(OC)c1OC	3.6	1	-4	-1	-7	5	11	10	-0.5	100
Cc1ccc(CN2CC34C=CC(O3)C(C(=O)NCc3ccc5c(c3)OCO5)C4C2=O)cc1 (configuration not stated)	0.1	1	0	1	-4	-3	-12	16	-2.2	96
C=CCCCCCCCCC(=O)NNC1CC(=O)N(c2ccccc2)C1=O (configuration not stated)	-0.1	-3	-1	6	-5	0	-1	1	0.0	93
Cc1nc2cc(F)ccc2n1C1CCN(C(=O)c2ccc(F)cc2F)CC1	0.3	-2	7	0	1	-2	-4	-6	0.9	95
CCOc1ccc(N(C(=O)Cn2nnc3ccccc32)C(C(=O)NC(C)(C)CC)c2cccn2C)cc1 (configuration not stated)	0.6	3	1	4	-4	-8	-2	10	-1.0	113
CN1CCc2c(sc3c2C(=O)NC(c2ccc(-c4ccc(Cl)cc4)o2)N3)C1 (configuration not stated)	-0.2	-5	6	8	-5	0	x	6	-0.1	111
O=c1[nH]c2cc3ccccc3cc2nc1-c1nnnn1C1CCCC1	0.3	-1	x	17	-7	x	x	x	-0.3	104
COc1ccc(N(CC(=O)N2CCCCCC2)S(=O)(=O)c2ccccc2)cc1	0.1	-7	-1	9	-3	-2	6	-1	-0.2	97
CCOc1ccc(NC(=O)CN(C)C(=O)c2ccccc2CCc2ccccc2)cc1OCC	0.2	3	-1	-7	-2	1	-12	16	0.7	98
Cc1ccc(CNC(=O)CSc2nccn(-c3ccc(C)c(F)c3)c2=O)cc1	-0.1	-9	-1	18	-7	3	10	-7	0.6	100
COc1ccc(Br)cc1/C=N/NC(=O)C[n+]1ccccc1	0.0	-3	14	7	-5	8	-11	-6	-0.1	100
O=C(Nc1nc2n(n1)C(c1ccccc1)CC(c1ccc(Cl)cc1)N2)c1ccco1 (configuration not stated)	0.0	2	4	4	-8	-3	x	6	1.1	88
S=c1[nH]nc2nnc3ccccc3n12	0.4	-1	6	-5	-2	2	-3	-8	1.1	104
O=C(NC1CCN(Cc2ccccc2)CC1)c1ccc(Cl)cc1Cl	0.1	-5	1	22	-20	0	2	2	0.4	98
COC(=O)CSc1nnc(C)c(=O)[nH]1	-0.2	3	17	-2	-2	1	1	24	1.1	92

Looked up one by one from the entries so far, 4 records:
SMILES	aDG glyco up	HTR2A ag	PDI turbidity	Granule exo inh	CaV13 FRET inh	N-glyco inh	Vif imaging	Cardio protect	hiPSC survival	ABCB6 inh 2
Cc1cc(Br)ccc1SCC(=O)OCC(=O)NCc1ccco1	0.0	0	-4	1	-2	0	2	-2	0.2	103
O=C(NC1CCN(Cc2ccccc2)CC1)c1ccc(Cl)cc1Cl	0.1	-5	1	22	-20	0	2	2	0.4	98
CC(C)C[C@H](NC(=O)C1CCN(C(=O)[C@H](Cc2ccccc2)NC(=O)OC(C)(C)C)CC1)C(=O)O	0.1	-2	3	-5	-4	3	0	5	0.8	93
COc1ccc(N(CC(=O)N2CCCCCC2)S(=O)(=O)c2ccccc2)cc1	0.1	-7	-1	9	-3	-2	6	-1	-0.2	97

The listing continues.
SMILES	aDG glyco up	HTR2A ag	PDI turbidity	Granule exo inh	CaV13 FRET inh	N-glyco inh	Vif imaging	Cardio protect	hiPSC survival	ABCB6 inh 2
NC(=O)c1ccc(-n2nnnc2Oc2ccccc2)cc1	0.2	2	-1	27	-8	-3	-6	0	3.1	101
CC(Sc1nnc(Cc2ccccc2)o1)C(=O)NC1(C#N)CCCCC1 (configuration not stated)	0.0	2	2	11	-2	-2	-3	2	0.0	98
O=C(NCc1ccc(N2CCCC2=O)cc1)Nc1cccc(Cl)c1	0.3	-3	1	-8	-7	-4	-3	-3	0.9	95
CC(C)S(=O)(=O)c1csc(NC(=O)Nc2ccc(Cl)cc2)c1Cl	0.9	9	10	3	-4	-4	-11	-14	5.0	92

Not a hit list; any-hit rate near 3.1%.
